14-3-3g Raf: modulators of 14-3-3 gamma protein binding, primary screen, biochemical, fluorescence polarization | FP, 14-3-3gamma / TMR-pS259-Raf peptide binding | inhibition, % at 40 µM | actives 0.19% (n = 160,000); in the data active = inhibition above about 30%;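 also: 0% = protein plus tracer without compound and 100% = blank with tracer alone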
Target sequence (P61981 whole entry, looked up): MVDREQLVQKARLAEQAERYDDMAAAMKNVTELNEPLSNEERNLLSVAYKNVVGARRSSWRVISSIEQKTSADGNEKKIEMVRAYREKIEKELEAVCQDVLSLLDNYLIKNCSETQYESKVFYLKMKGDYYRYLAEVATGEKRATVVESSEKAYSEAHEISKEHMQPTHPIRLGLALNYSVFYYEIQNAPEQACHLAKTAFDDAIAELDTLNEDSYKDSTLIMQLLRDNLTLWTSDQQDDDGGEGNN
The depositor's hits bear a star; & = joins results of further samples.

entry | structure | 14-3-3g Raf
1 | CCOC(=O)c1[nH]c2cc3c(cc2c1NC(=O)CN1CCCCC1C)OCO3 (stereo unspecified) | -4.8
2 | Cn1c(SCC(=O)NCc2ccc3c(c2)OCO3)nnc1-c1cccs1 | 8.8
3 | CC1CCc2c(sc(NC(=O)C3CCCCC3C(=O)O)c2C(=O)OC(C)C)C1 (stereo unspecified) | -3.0
4 | CCOc1ccc(NC(=O)CSc2nc3cccnc3n2CCOC)cc1 | 5.8
5 | COc1ccc(C(=O)CSc2nnc(-c3ccc4c(c3)OCO4)n2-c2ccccc2)cc1 | 11.4
6 | COc1ccc(-n2sc3c(c2=S)-c2cc(C)c(C)cc2NC3(C)C)cc1OC | -8.2
7 | Cc1nc2c(oc3ccc(Br)cc32)c(=O)[nH]1 | 2.6
8 | O=c1c2sc3ccccc3c2[nH]c(=S)n1Cc1ccccc1Cl | -14.0
9 | COc1ccc(CC(=O)OCC2C(C=C(C)C)C=C(C)C(C)C2C)cc1 (stereo unspecified) | 4.9
10 | CC(=O)Nc1ccc(Nc2nc(-c3ccccc3)c3cc(Cl)ccc3n2)cc1 | -4.1
11 | COC(=O)[C@H](CCSC)NC(=O)Nc1ccc(C(C)C)cc1 | -3.4
12 | COc1ccc(NC(=O)Cn2c(C)nc3sc4c(c3c2=O)CCCC4)cc1Cl | -3.1
13 | c1ccc2c(c1)OCC(CNc1ncnc3nc[nH]c13)O2 (stereo unspecified) | 3.5
14 | CC(=Nc1ccc(O)cc1)c1sc2ccccc2c1O | -5.5
15 | CCC1Oc2ccccc2N(CC(=O)NCCCN2CCCCCC2)C1=O (stereo unspecified) | -12.2
16 | CCOCCOC(=O)C1=C(C)NC(=O)NC1c1ccc(OC)c(OC)c1 (stereo unspecified) | -0.7
17 | Cc1c(NC(=O)CN(c2cccc3ccccc23)S(C)(=O)=O)c(=O)n(-c2ccccc2)n1C | 5.1
18 | Cc1cccc(NC(=O)CSc2ncc(-c3ccccc3)[nH]2)c1C | -15.5
19 | COc1ccccc1-c1nnc2n1N=C(C(C)(C)C)CS2 | -8.6
20 | Cc1c(C(=O)Nc2nc3ccccc3s2)sc2nc[nH]c(=O)c12 | -24.8
21 | O=C(O)C1CC(c2ccccc2F)=NO1 (stereo unspecified) | -7.6
22 | C=CCn1c(Sc2nnc(C)s2)nc2c1c(=O)[nH]c(=O)n2C | -3.7
23 | Cn1c(=O)oc2cc(S(=O)(=O)N3CCOCC3)ccc21 | -8.4&5.8
24 | CN1C(=O)CC(N2CCC(c3nc4ccccc4s3)CC2)C1=O (stereo unspecified) | 14.2
25 | CCn1c(SCc2nc3ccccc3s2)nnc1-c1cccs1 | -17.6
26 | Cn1c(-c2cccc([N+](=O)[O-])c2)nnc1S(N)(=O)=O | 4.8
27 | COc1ccccc1N1CCN(C(=O)c2nn(-c3ccccc3OC)c(=O)c3ccccc23)CC1 | -5.9
28 | Cc1cc(C)nc(/N=C(\N)Nc2ccccc2C(F)(F)F)n1 | -2.4
29 | Cc1cc(Br)ccc1S(=O)(=O)n1ccnc1 | 4.5
30 | CC(=O)N1CCc2cc(S(=O)(=O)CCC(=O)N3CCOCC3)ccc21 | -13.2
31 | O=C(Oc1cccnc1)c1ccccc1[N+](=O)[O-] | 2.5
32 | COC(=O)c1c(C(=O)OC)c2ccncn2c1Cl | -6.0
33 | CC/C(O)=c1/ccc2cccc3nc(CC)nc1c23 | -4.4
34 | O=C1N(S(=O)(=O)c2ccccc2F)C(=O)C2(CCCC2)N1S(=O)(=O)c1ccccc1F | 4.2
35 | CCn1cc(C(=O)NCCN2CCOCC2)c2cc(OC)c(OC)cc2c1=O | 1.4
36 | Cc1ccc(-n2nc3c(c2NC(=O)C(C)(C)C)CSC3)cc1 | -4.2

Seven entries out of the list, ordered by SMILES length, falling.
entry | structure | 14-3-3g Raf
34 | O=C1N(S(=O)(=O)c2ccccc2F)C(=O)C2(CCCC2)N1S(=O)(=O)c1ccccc1F | 4.2
30 | CC(=O)N1CCc2cc(S(=O)(=O)CCC(=O)N3CCOCC3)ccc21 | -13.2
26 | Cn1c(-c2cccc([N+](=O)[O-])c2)nnc1S(N)(=O)=O | 4.8
28 | Cc1cc(C)nc(/N=C(\N)Nc2ccccc2C(F)(F)F)n1 | -2.4
31 | O=C(Oc1cccnc1)c1ccccc1[N+](=O)[O-] | 2.5
33 | CC/C(O)=c1/ccc2cccc3nc(CC)nc1c23 | -4.4
32 | COC(=O)c1c(C(=O)OC)c2ccncn2c1Cl | -6.0

Additional entries:
entry | structure | 14-3-3g Raf
37 | CCOC(=O)c1nn(-c2ccc(Cl)cc2)c(=O)c2c(NC(=O)c3cc(OC)cc(OC)c3)scc12 | -5.3
38 | CCCCCOc1ccc(C(=O)Nc2ccccc2-c2nc3ccccc3o2)cc1 | -33.4
39 | CCCCNC(=O)CCc1nc(-c2ccc(C)cc2)no1 | 9.3
40 | Cn1c(NC(=O)c2ccc(C(C)(C)C)cc2)cc(=O)n(C)c1=O | 0.6
41 | O=C(Cn1cnc2ccccc2c1=O)NCC(=O)Nc1ccccc1F | -5.0
42 | Cc1cccc(NC(=O)C2CCCN2S(=O)(=O)c2cccc3cccnc23)c1 (stereo unspecified) | -8.0
43 | Cn1c(Cn2nnc3ccccc32)nnc1SCC(=O)N1c2ccccc2CCc2ccccc21 | -2.0
44 | CC(C)(C)NC(=O)Cn1nc(C(F)(F)F)c2c1CCCC2 | 1.0
45 | COC(=O)c1[nH]c2ccc(C)cc2c1NC(=O)Nc1ccccc1OC | -3.0
46 | O=C1C(C=NCCCn2ccnc2)=C(O)c2ccccc21 | -7.3
47 | Cc1ccc(CCCOC(=O)CN2CCOCC2)cc1 | -9.4
48 | CCOC(=O)c1c(NC(=O)OC)sc(C(=O)N(C)C)c1C | 1.1
49 | Cc1cc(C)cc(NC(=O)CCn2c(=S)[nH]c3ccccc3c2=O)c1 | -2.5
50 | Cc1ccccc1CS(=O)(=O)CCC(=O)NCCCN1CCN(c2ccccc2F)CC1 | 1.3
51 | CCCCn1c(=S)[nH]c2ccc(N3CCOCC3)cc2c1=O | -1.1
52 | O=C(O)C1CC(=O)n2c(nc3ccccc32)S1 (stereo unspecified) | -8.2&-4.8
53 | Cn1c(N2CCN(C(=O)Nc3ccc(C(F)(F)F)cc3)CC2)nc2ccccc21 | -11.9
54 | O=C(CCCn1c(=O)c2ccccc2n(CC(=O)NCc2ccco2)c1=O)NCc1ccco1 | -12.9
55 | Cc1nc(Oc2ccc(F)cc2)c(C(=O)NCCc2ccccc2)c(C)c1Cl | -1.7
56 | COc1cccc(Nc2nc3cc(OC)ccc3cc2C#N)c1 | -3.1
57 | CC(C)c1ccc(N2CC(C(=O)Nc3nccs3)CC2=O)cc1 (stereo unspecified) | -10.1
58 | COc1ccccc1NC(=O)N(Cc1ccc2c(c1)OCO2)Cc1nc2ccccc2c(=O)[nH]1 | -9.1
59 | O=C(NCCN1CCOCC1)c1cc(-c2ccc(Cl)s2)nc2ccccc12 | 5.4
60 | O=C(NCC1CCCO1)C(C(=O)c1ccccc1)n1cc(Cl)ccc1=O (stereo unspecified) | -5.4
61 | CCOC(=O)c1nn(-c2ccc(Cl)cc2)c(=O)c2c(NC(=O)Cc3ccccc3)scc12 | 1.9
62 | O=C(Nc1cc2cccc([N+](=O)[O-])c2oc1=O)c1cccs1 | -0.1
63 | O=C(CCCn1c(=O)[nH]c2cc(Cl)ccc2c1=O)N1CCN(c2ccccn2)CC1 | -8.2
64 | CCOC(=O)Nc1ccc(OC)cc1S(=O)(=O)N1CCCCC1 | -10.1
65 | CCOc1cc(C)c(C(C)C)cc1S(=O)(=O)NCc1ccccn1 | 3.0
66 | CCn1c(SCC(=O)Nc2ccc(C(=O)OC)cc2)nnc1-c1cccs1 | -10.5
67 | CCC(C)C1N=C2c3ccccc3N=C(SCC(N)=O)N2C1=O (stereo unspecified) | -4.5
68 | O=C(CSc1nc2ccccc2[nH]1)c1cccs1 | -0.4&-10.8
69 | CCCc1oc2ccc(NS(=O)(=O)c3ccc4ccccc4c3)cc2c1C(=O)OCC | -19.4
70 | O=C(COc1ccc2ccccc2c1)NCCCN1CCOCC1 | -5.0
71 | CCOC(=O)C(NS(=O)(=O)c1ccc2c(c1)Cc1ccccc1-2)C(O)c1ccccc1 (stereo unspecified) | -8.2
72 | O=C1c2ccccc2C(=O)N1CCc1c[nH]c2ccc(OC(=O)C34CC5CC(CC(C5)C3)C4)cc12 | -1.3
73 | Cc1ccc2c(c1)C(c1ccccc1)N(C(=O)C(C)Oc1ccccc1)CC(=O)N2 (stereo unspecified) | 1.5
74 | CCOC(=O)C(C)Sc1nc2c([nH]c3ccccc32)c(=O)n1-c1ccc(F)cc1 (stereo unspecified) | 4.7
75 | Cn1c(=O)oc2cc(S(=O)(=O)NCCCN3CCCCCC3)ccc21 | -4.4
76 | COc1ccc(-c2noc(COc3cc(C)c(Cl)c(C)c3)n2)cc1OC | 2.0
77 | CCSc1nc(-c2cccs2)nc2c1c(=O)n(C)c(=O)n2C | -2.3
78 | CCCCN(C)C(=O)C1c2ccccc2C(=O)N2CCc3cc(OCC)c(OCC)cc3C12 (stereo unspecified) | 1.2
79 | O=C(NCc1ccc(Cl)cc1)c1ccc(N2CC3CC(C2)c2cccc(=O)n2C3)c(NS(=O)(=O)c2ccc3c(c2)OCCO3)c1 (stereo unspecified) | -1.5
80 | O=C(CN1CCCCCC1)Nc1ccc(F)c(F)c1F | 0.7
81 | CCCN(CCC)C1=C(C(=O)c2ccccc2)N(C)S(=O)(=O)c2ccccc21 | -6.1
82 | Cc1ccnc(SCC(=O)N2CCC(C(N)=O)CC2)n1 | -6.4
83 | O=C1C2C3C=CC(C3)C2C(=O)N1c1ccc(Cl)cc1 (stereo unspecified) | -9.2
84 | Fc1ccccc1N1CCN(C(c2ccncc2)c2nnnn2C2CCCC2)CC1 (stereo unspecified) | 1.4

Filtered by structure: the entries above with a furan ring, fused or not.
entry | structure | 14-3-3g Raf
7 | Cc1nc2c(oc3ccc(Br)cc32)c(=O)[nH]1 | 2.6
54 | O=C(CCCn1c(=O)c2ccccc2n(CC(=O)NCc2ccco2)c1=O)NCc1ccco1 | -12.9
69 | CCCc1oc2ccc(NS(=O)(=O)c3ccc4ccccc4c3)cc2c1C(=O)OCC | -19.4

Additional records:
entry | structure | 14-3-3g Raf
85 | Cc1cccc(NC(=O)c2ccc3c(c2)C(=O)N(c2cccc([N+](=O)[O-])c2)C3=O)c1 | -6.7
86 | FC(F)(F)c1cccc(CN2CCCCCC2)c1 | -4.9
87 | COc1cc2ccccc2cc1C(=O)Nc1ccc2nc(C)sc2c1 | -10.9
88 | COc1ccc(OC)c(-n2c(=S)[nH]c3cc(C(=O)NCc4ccccc4OC)ccc3c2=O)c1 | 19.6
89 | Cc1ccc(S(=O)(=O)N2CCN(Cc3cc(C(C)C)ccc3O)CC2)cc1 | -4.3
90 | CCOc1ccc(NC(=O)c2c(NC(=O)c3ccco3)sc3c2CCC3)cc1 | -39.9
91 | CCOc1ccccc1NC(=O)c1c(NC(=O)c2cccc(F)c2)sc2c1CCCCC2 | -52.3
92 | CC(=O)N1CCCc2cc(S(=O)(=O)Nc3cc(C)[nH]n3)ccc21 | -2.0
93 | Oc1ccc2ccccc2c1C=NC1CCCCC1 | -3.4
94 | CCCc1cc(=O)[nH]c(SCC(=O)Nc2ncccn2)n1 | -9.2
95 | N#CCN1CCN(CC(=O)N2CCN(c3ccccc3)CC2)CC1 | 5.7
96 | O=C(COc1ccc(S(=O)(=O)NC2CCCCC2)cc1Cl)NCc1cccnc1 | 1.3
97 | CCOc1cc(C2Oc3nc(SC)nnc3-c3ccccc3N2C(=O)CC)ccc1OC (stereo unspecified) | 4.8
98 | CC1=C(C(=O)Nc2cccc(C(F)(F)F)c2)C(c2ccccc2Cl)C2=C(CC(C)(C)CC2=O)N1 (stereo unspecified) | 1.9
99 | Cc1ccc(-n2c3c(c(=O)[nH]c2=O)C(NC(=O)CCc2ccccc2)(C(F)(F)F)C(=O)N3)cc1 (stereo unspecified) | -12.2
100 | Cc1ccccc1-n1ncc2c(SCC(=O)NCc3cccs3)ncnc21 | -1.7
101 | CC1=C(C(=O)OC2CCCC2C)C(c2ccc(N(C)C)cc2)NC(=O)N1 (stereo unspecified) | -8.3
102 | COc1cc2c(cc1OC)C(C(=O)N1CCCCC1)C(c1cccs1)N(C)C2=O (stereo unspecified) | -4.3
103 | COc1ccc(C2C(C(=O)Nc3cc(C)ccc3OC)CC(=O)N2c2ccc(OC)cc2)cc1 (stereo unspecified) | 0.4
104 | O=C(Nc1ccc(-c2nc3ccccc3o2)cc1)c1ccc(I)o1 | -201.3
105 | COc1cccc(N=C2SC(C(=O)Nc3cccc(Cl)c3)CC(=O)N2C)c1 (stereo unspecified) | -1.5
106 | O=S1(=O)CCC(NS(=O)(=O)CCCCC(Cl)(Cl)Cl)C1 (stereo unspecified) | -4.6
107 | O=C(NCCN1CCOCC1)c1ccc(N2CCC(Cc3ccccc3)CC2)c([N+](=O)[O-])c1 | -1.7
108 | O=C(CN1CC(=O)Oc2ccccc21)OCC(=O)c1ccc(Br)cc1 | -16.2
109 | O=C(c1ccco1)c1cn(CC(=O)N2CCCc3ccccc32)c2ccccc12 | -6.5
110 | O=C(c1cn(CCOc2ccc(F)cc2)c2ccc(Br)cc12)C(F)(F)F | -7.0
111 | Cc1ccc(C(=O)Nc2nnc(-c3cccs3)s2)cc1C | -1.3&-18.3
112 | COc1ccccc1NC1=NS(=O)(=O)c2ccccc21 | -0.7
113 | O=C(COc1ccccc1Cl)N1CCN(c2ccccn2)CC1 | 0.5
114 | CC(C)(C)c1cc(/C=C(\C#N)C(N)=S)cc(C(C)(C)C)c1O | -11.8
115 | C1=C(C(c2nnnn2C2CCCCC2)N2CCCCC2)COc2ccccc21 (stereo unspecified) | -7.8
116 | Cc1nc(N2CCN(c3ccccc3)CC2)[nH]c(=O)c1Cc1cccc2ccccc12 | -11.6
117 | CCOC(=O)C1=C(C)NC2=C(C(=O)C(C(=O)OCC)C(c3ccc(OC)cc3)C2)C1c1ccccc1Cl (stereo unspecified) | 5.7
118 | O=C(CCS(=O)(=O)Cc1ccccc1F)NCCc1ccc(Cl)cc1 | -3.4
119 | CCN(CC)C(=O)CSc1nnc(-c2cccs2)n1Cc1ccco1 | 0.2
120 | Cc1ccc(CNC(=O)c2cc3ccccc3oc2=O)cc1 | -7.2
121 | CCOCCCNc1c(CC)c(C)c(C#N)c2nc3ccccc3n12 | -13.1
122 | O=C(CSc1nnc(CNC(=O)c2ccco2)o1)NC1CCCC1 | -7.1&-9.8
123 | COC(=O)CC(=O)CSc1nc2c(cc1C#N)CCCCC2 | -15.1

Assay outcomes as filed in PubChem BioAssay.

The list is partial; rates above refer to the full screens.
